Ba/F3 V617F tox: lowers viability of Ba/F3 cells expressing EpoR and JAK2V617F; ATP luminescence; inhibition, % at 5.6 µM; actives 1.1% (n = 220,000); AID 1446;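 active means inhibition above the campaign mean plus 3 SD over all tested compounds, cut at about 24% in these data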;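 further: cytokine-independent growth of Ba/F3 cells driven by EpoR plus mutant JAK2; 0% = DMSO-treated cells and 100% = JAK inhibitor I control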
BaF3 tox: parental Ba/F3 viability inhibition as JAK2V617F counter-screen | CellTiter-Glo ATP luminescence | inhibition, % at 5.6 µM | actives 1.1% (n = 220,000) | AID 1486;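 active means inhibition above a per-campaign cutoff, the mean inhibition of all tested compounds plus 3 SD, cut at about 27% in these data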;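 further: 0% = DMSO wells and 100% = JAK Inhibitor I control wells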
Wee1 degr inh: human Wee1 degradation inhibition, primary screen; AID 1321; reporter increase, % at 5 µM; P30291; HeLa Luc-Wee1K328M stability, luciferase luminescence; 100% = proteasome inhibitor MG132 effect; actives 1.2% (n = 220,000);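 active means activation above the mean of all tested compounds plus 3 SD, set per screening run, cut at about 8.8% in these data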;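 further: cells exposed to compound for 20 h before luminescence read; 0% = DMSO alone and 100% = MG132 at 30 µM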
Target sequence (P30291 whole entry K328M): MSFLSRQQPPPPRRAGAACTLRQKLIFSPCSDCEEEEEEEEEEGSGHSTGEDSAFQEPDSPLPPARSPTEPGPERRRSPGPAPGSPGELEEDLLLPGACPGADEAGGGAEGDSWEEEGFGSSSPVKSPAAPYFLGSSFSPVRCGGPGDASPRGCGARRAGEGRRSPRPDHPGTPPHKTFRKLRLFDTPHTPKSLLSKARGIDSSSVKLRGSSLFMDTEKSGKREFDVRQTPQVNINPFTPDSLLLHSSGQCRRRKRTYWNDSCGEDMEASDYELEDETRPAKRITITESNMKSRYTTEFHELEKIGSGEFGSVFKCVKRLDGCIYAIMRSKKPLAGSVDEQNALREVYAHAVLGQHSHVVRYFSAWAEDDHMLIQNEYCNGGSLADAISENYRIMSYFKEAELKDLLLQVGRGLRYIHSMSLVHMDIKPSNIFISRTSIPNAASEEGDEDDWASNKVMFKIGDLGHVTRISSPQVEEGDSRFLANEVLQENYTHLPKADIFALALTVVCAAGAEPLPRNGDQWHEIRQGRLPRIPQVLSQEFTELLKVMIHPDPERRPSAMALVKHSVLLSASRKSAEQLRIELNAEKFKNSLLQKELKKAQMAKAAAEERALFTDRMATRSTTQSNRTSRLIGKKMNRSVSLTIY
TNF necrop inh: blocks TNF-alpha induced death of Jurkat FADD-/- cells. Jurkat FADD-/- TNF necroptosis rescue, ATP luminescence, 24 h; 0 = TNF only, 100 = no-TNF cells. activation (protection from cell death), % at 10 µM. actives 0.068% (n = 220,000);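 active means activation, meaning protection from cell death, of at least 50% relative to plate controls; inactive means activation below 50%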;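 further: necroptosis triggered by 40 ng/mL TNF-alpha added together with compound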
CHOP inh: blocks CHOP induction under ER stress; AID 2732; actives 3.8% (n = 220,000); CHO-K1 CHOP-promoter luciferase, tunicamycin-induced, 15-18 h; inhibition, % at 10 µM;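 active means compounds that reduced the stress-induced luciferase reporter signal by more than about 70% of percent inhibition, limit read from the data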;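 further: 0% = tunicamycin plus vehicle and 100% = wells without tunicamycin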
TRPML3 ag: human mucolipin-3 channel agonism; AID 1448; activation, % at 3 µM; Q8TDD5; actives 0.29% (n = 220,000); HEK293 TRPML3-YFP, Fluo-8 calcium fluorescence; 100% = the carbachol control signal;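 active means activation above its plate's cutoff, the mean activation of the plate's test wells plus 3 SD, cut at about 12% in these data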;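 further: 0% = DMSO only wells and 100% = carbachol wells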
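Test system: HEK293 cells stably carrying human TRPML3-YFP; Doses: single dose, 3 µM final nominal compound, 0.3% DMSO final; Schedule: dye loading 1 h 37 °C then 30 min ambient, 125 s read; Technique: Fluo-8 calcium fluorescence; Benchmarks: high control carbachol 87 µM, low control DMSO.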
RBBP9 inh: blocks human serine hydrolase RBBP9. O75884. recombinant RBBP9, FP-Rh probe fluorescence polarization. inhibition, % at 7.94 µM. actives 0.2% (n = 220,000). AID 1515;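 active means inhibition above the campaign mean of all tested compounds plus 3 SD, cut at about 14% in these data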;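 further: plate controls were DMSO wells with RBBP9 for no effect and wells lacking RBBP9 protein for full effect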
Target sequence (O75884 whole entry, looked up): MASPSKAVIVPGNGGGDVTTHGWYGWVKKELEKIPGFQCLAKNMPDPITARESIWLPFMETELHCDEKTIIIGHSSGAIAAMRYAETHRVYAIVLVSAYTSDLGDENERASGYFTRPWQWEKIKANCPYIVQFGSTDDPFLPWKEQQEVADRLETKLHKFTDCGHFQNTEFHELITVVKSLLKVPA
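Test system – recombinant human RBBP9 · Input – RBBP9 2.5 µM in dispensing solution, pre-mixing · Medium – Tris buffer pH 8.0, NaCl, Pluronic · Schedule – preincubation 30 min plus labeling 45 min at 25 °C · Measured by – fluorescence polarization · Measure – % inhibition · Controls – DMSO and no-protein wells · Replicates – one well per compound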
PPC-1+TRAIL kill: kills PPC-1 cancer cells in the presence of TRAIL | PPC-1 cells + TRAIL, ATPLite viability luminescence | cell killing (% activity), % at 4 µM | actives 0.41% (n = 220,000) | AID 1443;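 active means cell killing above 50% in the first pass at 4 µM, then a duplicate retest at 5 µM averaging 50% or more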;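 further: plate controls were cells with TRAIL plus DMSO for no effect and medium-only wells lacking cells for full effect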
zfTRPN1 agonist: activates the zebrafish TRPN1 channel; HEK293 zebrafish TRPN1-YFP, Fluo-8 calcium fluorescence; 100% = response to 87 µM carbachol; activation, % at 3 µM; actives 0.18% (n = 220,000); AID 1424;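 active means activation above its plate's cutoff, the mean activation of test wells on that plate plus 3 SD, cut at about 19% in these data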;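 further: 0% = DMSO alone and 100% = 87 µM carbachol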
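System: zebrafish TRPN1-YFP in HEK293 cells / Dosing: 3 µM single point / Timing: dye loading 1 h at 37 °C, then 30 min room temperature / Signal: Fluo-8 calcium fluorescence, excitation 470-495 nm, emission 515-575 nm / Read-out basis: percent activation from peak over basal fluorescence ratio, control-normalized / Control set: high carbachol 87 µM, low DMSO alone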
An asterisk follows results filed as active; nt = no result given; [ ] = dose if it differs, or a comment.

SMILES | Ba/F3 V617F tox | BaF3 tox | Wee1 degr inh | TNF necrop inh | CHOP inh | TRPML3 ag | RBBP9 inh | PPC-1+TRAIL kill | zfTRPN1 agonist
O=C(c1cc([N+](=O)[O-])ccc1N1CCCCC1)N1CCCCC1 | -1.6 | 1.3 | -1.0 | -3.2 | -8.3 | 0.5 | 0.8 | -18.4 | -1.6
CCOc1ccccc1N1CCN(C(=O)Nc2cccc(Cl)c2)CC1 | 0.8 | 5.0 | 3.0 | -0.5 | -14.9 | -0.4 | -0.6 | 18.7 | 1.3
O=C(CCc1nnc(CCCCc2ccccc2)o1)NCc1cc(F)ccc1F | 1.7 | 2.7 | 3.9 | -0.2 | 19.7 | -0.3 | -9.2 | 13.9 | -0.5
Cc1cc(C)n(-c2nnc(C)n2/N=C/c2ccccc2O)n1 | -1.1 | 4.2 | 9.3* | -1.1 | 6.3 | 1.1 | 5.0 | 19.5 | 1.2
CN(CC(=O)NCCc1ccccc1)S(=O)(=O)c1cnc[nH]1 | -0.7 | -0.9 | 1.9 | 1.0 | 33.3 | 0.5 | -11.0 | 2.7 | 0.4
CCOC(=O)Cn1c(CN2CCc3ccccc3C2)nc2c1c(=O)n(C)c(=O)n2C | -0.9 | 2.3 | -2.6 | -1.1 | 38.2 | 0.8 | -3.8 | 10.8 | 0.5
O=C(COC(=O)C1CCC(=O)N1)Nc1ccccc1Br (centres undefined) | 3.6 | 4.5 | -2.5 | 0.0 | 23.2 | 0.0 | -3.8 | 22.3 | -0.8
CCCCCCCC[n+]1c(C)n(-c2ccccc2)c2ccc(NC(C)=O)cc21 | 86.8* | 74.5* | -2.5 | -4.5 | 42.9 | 0.5 | 3.4 | 4.1 | 0.4
CN(Cc1ccccc1)S(=O)(=O)c1ccc(NS(C)(=O)=O)cc1 | -1.8 | 3.5 | -1.6 | -0.3 | -7.8 | 0.2 | -3.0 | 0.0 | 0.6
O=C(CSc1nnc(COc2cccc3cccnc23)o1)c1ccc(F)cc1 | -2.5 | -0.6 | -1.4 | 6.7 | 42.9 | 0.5 | -3.0 | 34.3 | 1.6
O=[N+]([O-])c1cccc(CSc2ncnc3ccccc23)c1 | -1.0 | -0.3 | -0.2 | 1.4 | 25.6 | -0.8 | 2.6 | 11.8 | -1.8
COc1ccc(C(C)NC(=O)c2ccccc2Br)cc1OC (centres undefined) | -0.6 | -1.9 | 1.3 | 2.5 | -4.6 | 0.4 | -0.4 | 25.9 | -1.9
CCOc1ccc2[nH]c(=O)c(=O)[nH]c2c1 | 3.3 | 6.0 | -0.4 | -1.5 | -20.7 | -0.3 | 2.3 | 34.2 | 0.2
O=S1(=O)CCC(SCc2nc3sccn3c2Br)C1 (centres undefined) | -3.0 | -0.2 | -2.2 | -2.8 | 6.6 | -0.1 | -6.8 | 12.3 | 1.3
N#Cc1ccc(NC(=O)c2cc(-c3cccs3)on2)cc1 | -3.5 | 2.5 | 0.3 | -0.5 | -24.8 | 0.8 | -0.2 | -5.6 | 2.0
O=C(C1CCCN(S(=O)(=O)c2cccc3nonc23)C1)N1CCN(c2ccccc2)CC1 (centres undefined) | -0.1 | 2.7 | 0.3 | -2.9 | -7.7 | 1.2 | -9.4 | 0.7 | 0.8
O=[N+]([O-])c1ccc(N2CCN(CC(O)COc3ccccc3)CC2)cc1 (centres undefined) | -5.0 | -2.6 | 3.9 | 0.1 | 12.7 | 3.6 | -0.8 | 3.6 | 5.7
O=C(Cc1ccc([N+](=O)[O-])cc1)NCC1CCCO1 (centres undefined) | 4.2 | 4.9 | 0.0 | -0.6 | -11.8 | 0.4 | -6.1 | 4.8 | -0.1
Cc1cc(C)c(S(=O)(=O)N(C)CC(=O)NCc2ccncc2)c(C)c1 | -2.0 | 4.5 | -2.7 | 1.3 | 5.8 | 0.2 | 10.8 | 15.9 | -1.2
CCOC(=O)C(=CNc1ccc(NC2=NCC(C)S2)cc1)C(=O)OCC (centres undefined) | 15.9 | 1.3 | -0.3 | -5.0 | 10.9 | -0.7 | -2.1 | -1.2 | -1.3
CCN(CC(=O)Nc1ccc(S(=O)(=O)N2CCCC2)cc1)CC(=O)Nc1cccc(OC)c1 | -0.9 | 0.1 | 0.7 | 1.7 | 2.7 | 0.7 | -4.7 | 6.9 | 0.5
O=C(/C=C/c1ccccc1Cl)NCCN1CCOCC1 | -1.7 | -1.7 | -2.9 | -0.3 | 32.3 | 0.6 | -0.6 | 5.2 | -0.1
CCS(=O)(=O)N1CCC(N2CCC(C)CC2)CC1 | 4.1 | 1.1 | -2.0 | -0.3 | 3.0 | -0.3 | -3.1 | 7.1 | 1.2
CCS(=O)(=O)N1Cc2ccccc2CC1C(=O)Nc1ccc(NC(C)=O)cc1 (centres undefined) | 2.3 | 2.4 | -1.5 | 1.6 | 15.9 | -0.1 | -5.7 | -14.2 | -0.3
O=C(NNC(=O)c1ccccc1-n1cccc1)c1cccc(Cl)c1 | -0.2 | 1.3 | 1.4 | -1.4 | 7.8 | 0.7 | 5.3 | 5.3 | 1.0

Overlap with the part before: five entries, then new ones.
SMILES | Ba/F3 V617F tox | BaF3 tox | Wee1 degr inh | TNF necrop inh | CHOP inh | TRPML3 ag | RBBP9 inh | PPC-1+TRAIL kill | zfTRPN1 agonist
CCN(CC(=O)Nc1ccc(S(=O)(=O)N2CCCC2)cc1)CC(=O)Nc1cccc(OC)c1 | -0.9 | 0.1 | 0.7 | 1.7 | 2.7 | 0.7 | -4.7 | 6.9 | 0.5
O=C(/C=C/c1ccccc1Cl)NCCN1CCOCC1 | -1.7 | -1.7 | -2.9 | -0.3 | 32.3 | 0.6 | -0.6 | 5.2 | -0.1
CCS(=O)(=O)N1CCC(N2CCC(C)CC2)CC1 | 4.1 | 1.1 | -2.0 | -0.3 | 3.0 | -0.3 | -3.1 | 7.1 | 1.2
CCS(=O)(=O)N1Cc2ccccc2CC1C(=O)Nc1ccc(NC(C)=O)cc1 (centres undefined) | 2.3 | 2.4 | -1.5 | 1.6 | 15.9 | -0.1 | -5.7 | -14.2 | -0.3
O=C(NNC(=O)c1ccccc1-n1cccc1)c1cccc(Cl)c1 | -0.2 | 1.3 | 1.4 | -1.4 | 7.8 | 0.7 | 5.3 | 5.3 | 1.0
O=C(NCc1cccnc1)C1CCCCN1S(=O)(=O)c1ccc(F)cc1 (centres undefined) | -3.4 | 2.8 | -1.4 | -1.8 | 20.4 | 0.4 | -7.7 | 5.1 | 1.9
COc1ccc(NC(=O)C2CCCN(S(=O)(=O)c3c(C)n[nH]c3C)C2)cc1OC (centres undefined) | 1.1 | 1.7 | 1.2 | 0.2 | -10.1 | 0.4 | -4.5 | 10.7 | 0.9
CN(C)c1ccnc(Oc2ccc(F)cc2)c1C#N | 2.4 | 4.0 | -1.7 | -2.5 | 10.9 | -0.4 | -11.0 | 10.0 | 0.8
CC1=CC(C)(C)NC(=S)N1c1ccccc1 | 0.9 | 6.1 | -0.9 | -0.8 | 35.5 | 0.4 | -7.7 | 1.4 | 0.1
CCCCN(C)C1CCN(C(=S)Nc2cccc(SC)c2)CC1 | -3.8 | 3.2 | 3.1 | 1.5 | 5.5 | 0.3 | -5.2 | 31.0 | -0.3
CCN1CCN(P2(=O)C=C(c3ccccc3)OC(c3ccccc3)=C2)CC1 | -0.5 | 1.9 | 0.5 | -0.4 | -0.9 | 2.2 | -4.2 | 2.6 | 1.2
O=C(Nc1cccnc1)c1ccc(NS(=O)(=O)c2cccc([N+](=O)[O-])c2)cc1 | -0.3 | 3.2 | -2.3 | 0.7 | 18.6 | 1.1 | 5.9 | 6.3 | 1.4
CCOC(=O)c1sc(NC(=O)CCCCl)nc1C | 0.2 | 4.9 | 3.4 | 0.6 | 20.4 | 0.7 | -4.0 | 35.5 | 1.9
Cc1cc(=O)n2[nH]cnc2n1 | 4.5 | 5.0 | 1.3 | 1.0 | -1.4 | 0.5 | -4.8 | 4.4 | 1.1
Cc1cc(C(F)(F)F)n(-c2nc(C(=O)Nc3cccnc3)cs2)n1 | -2.4 | 3.1 | -3.1 | -3.8 | 11.3 | 0.3 | 2.0 | 7.5 | -0.4
O=S(=O)(c1ccc(Cl)nc1)N(Cc1ccccc1)Cc1ccccc1 | -0.6 | 3.8 | -1.3 | -1.8 | 4.6 | 1.2 | -13.7 | 8.0 | -1.1
CCOC(=O)C1C(=O)CC(C)(O)C(C(=O)OCC)C1c1cccc(OC)c1 (centres undefined) | -4.5 | 2.5 | 0.7 | -0.4 | -9.2 | 0.9 | 4.5 | 9.7 | -1.9
COc1cc2[nH]c(=O)n(Cc3ccc(C(=O)NCCCN4CCN(C)CC4)cc3)c(=O)c2cc1OC | 1.7 | 3.5 | 2.4 | -0.4 | -26.7 | 0.5 | 1.1 | 3.9 | 0.3
Cc1cc(F)ccc1NCc1ccccc1[N+](=O)[O-] | 0.1 | 7.3 | -1.1 | -0.9 | -8.5 | 0.1 | -5.5 | -2.7 | -0.9
Cc1nc2cc(NC(=O)Nc3cccc4ccccc34)ccc2n1C | 0.0 | 5.0 | 2.3 | 0.4 | 14.2 | 1.7 | 3.7 | 33.5[5 µM] | 2.5
COc1ccc(C(=O)/C=C(\C)Nc2ccc(NC(C)=O)cc2)cc1 | 1.2 | 8.7 | 0.4 | -2.7 | 8.2 | 0.4 | -3.4 | 17.6 | 2.1
COc1ccc(C)cc1Nc1nc(-c2c[nH]c3ccccc23)cs1 | -0.6 | 9.9 | -2.2 | 0.6 | -15.2 | -0.2 | 1.6 | -45.9 | 0.0
CCc1ccc(NC(=O)CSCCO)cc1 | -3.4 | -0.1 | 0.5 | 0.4 | -38.9 | 0.4 | -3.7 | 17.3 | 1.2
CS(=O)(=O)N(CC(=O)Nc1cccnc1)c1ccc2c(c1)OCO2 | -1.4 | 1.6 | 2.0 | 0.0 | -18.0 | 0.2 | 14.5* | 8.6 | 0.3
COC(=O)c1ccccc1NC(=O)c1ccccc1OC | -0.1 | 0.2 | 0.2 | -0.2 | 25.2 | -1.6 | -2.4 | 13.2 | -1.3
O=C(O)CCCNC(=O)c1ccccn1 | -4.1 | -0.5 | 2.2 | 0.6 | -11.0 | 0.1 | -3.9 | -6.6 | -0.1
Cc1ccc(-c2[nH]c(=O)n3ccncc23)s1 | 6.5 | 7.5 | -3.9 | -5.8 | 29.2 | -0.1 | -12.2 | nt | 1.2
CCc1cc2c(=O)c(-c3cnn(-c4ccccc4)c3)c(C(F)(F)F)oc2c(CN(C)C)c1O | 0.1 | 10.7 | 1.5 | 3.2 | -10.6 | 0.0 | -10.6 | 24.6 | 1.3

Assay outcomes: PubChem, several laboratories
